# Assay outcomes deposited in PubChem by National Center for Advancing Translational Sciences (NCATS).
# A549 tox: Nrf2 qHTS screen for inhibitors: counterscreen for cytotoxicity; A549 ARE-Fluc cells, CellTiter-Fluor viability, 18-24 h; Potency, µM (doses to about 46 µM), inactives show top-dose activity change, negative = cytotoxicity, actives largely listed as inhibitors; hit rate 0.16% among 390,000; AID 504648, 2011; also: % is scaled to controls: 0 for no effect and ±100 for the full control effect
#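 Cytotoxicity counterscreen: CellTiter-Fluor fluorescence was measured in A549 ARE_Fluc cells after 18-24 h of compound exposure in a concentration series. The subsequent BugLite luminescent read reports ARE-luciferase activity.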
# TGFb inhibitor: qHTS for Inhibitors of TGF-b | HepG2 CAGA-GFP TGF-b/SMAD3 reporter, GFP fluorescence, 18 h; TGF-beta stimulated, 500 pg/mL final | Potency, µM (top dose mostly 46.1 µM), inactives show top-dose activity, negative = inhibition, most hits filed as inhibitors | hit rate 1.2% among 410,000 | AID 588855, 2011; also: % is scaled to controls: 0 for no effect and ±100 for the full control effect; nearly all actives have a fitted effect of over 65% in size
#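 Per well, imaged GFP fluorescence of HEPG2 CAGA-GFP cells gives the signal; cells get compound, then TGF-beta (500 pg/mL final), 18 h at 37 degrees C; %Activity versus -TGF-beta and +DMSO controls.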
# S2 tox: Viability Counterscreen for Primary qHTS for Inhibitors of ATXN expression | AID 651635, 2014 | S2 cells (HEK-293 line with an ATXN2-luciferase reporter) viability, CellTiter-Fluor protease fluorescence, 24 h | hit rate 0.49% among 400,000 | Potency, µM (top dose mostly 56.7 µM), most hits filed as cytotoxic; also: nearly all actives have a fitted effect of over 40% in size
# Nrf2 ARE act: qHTS of Nrf2 Activators; AREc32 ARE-luciferase reporter (MCF7-derived line), luminescence, 24 h; Potency, µM (top dose mostly 46.1 µM), inactives show at the top dose activation, most hits filed as activators; hit rate 0.31% among 410,000; also: % of control where 0% means no effect; nearly all actives have a fitted effect of over 65% in size
#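 ARE-driven firefly luciferase activity in AREc32 cells measured after a 24 hr compound exposure at 37 deg C, using Steady-Glo reagent and a 30 min room-temperature hold.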
# EPAC2 antag: qHTS for Antagonist of cAMP-regulated guanine nucleotide exchange factor 2 (EPAC2): primary screen; Potency, µM (top dose mostly 114 µM), inactives show at the top dose activity, negative = inhibition, most hits filed as inhibitors; hit rate 0.18% among 360,000; EPAC2 GEF exchange of Rap1B-BODIPY-GDP, fluorescence; also: % is scaled to controls: 0 for no effect and ±100 for the full control effect; nearly all actives have a fitted effect of over 45% in size; many of its hits are not listed in these tables
# Target sequence (Q8WZA2 whole entry, looked up): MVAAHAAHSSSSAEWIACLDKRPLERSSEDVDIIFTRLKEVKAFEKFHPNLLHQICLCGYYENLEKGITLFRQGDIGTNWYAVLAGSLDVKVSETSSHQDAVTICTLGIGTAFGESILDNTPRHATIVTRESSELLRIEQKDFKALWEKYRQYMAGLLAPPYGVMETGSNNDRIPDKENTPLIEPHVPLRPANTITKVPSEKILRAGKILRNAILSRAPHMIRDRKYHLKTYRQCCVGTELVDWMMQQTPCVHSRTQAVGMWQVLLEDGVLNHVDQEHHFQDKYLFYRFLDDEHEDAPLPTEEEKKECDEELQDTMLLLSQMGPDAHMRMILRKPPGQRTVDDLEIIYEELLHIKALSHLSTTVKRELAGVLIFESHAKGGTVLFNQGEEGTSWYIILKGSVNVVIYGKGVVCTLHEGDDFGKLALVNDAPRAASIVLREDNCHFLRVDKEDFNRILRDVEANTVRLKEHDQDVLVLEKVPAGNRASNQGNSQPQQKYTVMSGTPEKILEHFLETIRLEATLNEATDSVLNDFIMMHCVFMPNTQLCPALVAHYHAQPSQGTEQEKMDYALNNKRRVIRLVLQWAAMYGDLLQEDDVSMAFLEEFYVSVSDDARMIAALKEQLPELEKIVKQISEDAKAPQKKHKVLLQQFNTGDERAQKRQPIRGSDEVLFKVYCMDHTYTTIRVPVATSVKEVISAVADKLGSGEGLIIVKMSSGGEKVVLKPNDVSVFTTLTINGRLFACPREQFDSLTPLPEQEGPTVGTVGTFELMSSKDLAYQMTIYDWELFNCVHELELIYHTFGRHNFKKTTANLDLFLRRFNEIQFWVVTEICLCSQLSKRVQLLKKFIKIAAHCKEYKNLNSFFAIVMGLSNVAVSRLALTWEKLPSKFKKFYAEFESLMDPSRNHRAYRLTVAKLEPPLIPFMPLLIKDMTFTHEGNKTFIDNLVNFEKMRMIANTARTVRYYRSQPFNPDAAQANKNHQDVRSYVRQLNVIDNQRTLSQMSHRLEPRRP
# ATXN2 expr inh: Primary qHTS for Inhibitors of ATXN expression; hit rate 0.72% among 360,000; HEK-293 ATXN2-luciferase reporter, luminescence, 24 h; AID 1745845, 2022; Potency, µM (titrated, usually from 57 µM), for inactives: top-dose activity change, negative = inhibition, usual class: inhibitors; also: % is scaled to controls: 0 for no effect and ±100 for the full control effect; nearly all actives have a fitted effect of over 55% in size
#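 qHTS (up to 57 uM final) was run with 24 h compound exposure of reporter cells at 37 °C. Each well was multiplexed: SteadyGlo luminescence measured ATXN2-luciferase expression after a fluorogenic Gly-Phe-AFC viability readout (25 uM final).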
# Nrf2 inh: Nrf2 qHTS screen for inhibitors. AID 504444, 2011. Potency, µM (series often up to 46 µM), inactives show at the top dose activity change, negative = inhibition, actives largely listed as inhibitors. A549 ARE-Fluc reporter, luciferase luminescence, 18-24 h. hit rate 2.1% among 360,000; also: % is scaled to controls: 0 for no effect and ±100 for the full control effect; nearly all actives have a fitted effect of over 60% in size
#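 In this cell-based qHTS, ARE-driven firefly luciferase in A549 cells reports Nrf2 activity; the luminescent signal after BugLite lysis is the measured value, with a prior CellTiter-Fluor read for cell health.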
# HepG2 tox: qHTS for Inhibitors of TGF-b: Cytotox Counterscreen | hit rate 0.76% among 410,000 | HepG2 CAGA-GFP viability, ATP luminescence, 18 h | Potency, µM (series often up to 46.1 µM), for inactives: at the top dose activity change, negative = cytotoxicity, hits mostly cytotoxic; also: some results filed as inactive show a strong effect at the top dose
#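 CellTiter-Glo luminescence gave cytotoxicity after 18 hours at 37 degrees C. The cells were HepG2 CAGA-GFP in 1% FBS DMEM, stimulated with 500 pg/mL TGF-beta after compound addition. %Activity was normalised to no-cell wells (complete cell-killing) and DMSO (no toxicity), and curves were fitted and classified.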
# MCF10A rerep: A quantitative high throughput screen for small molecules that induce DNA re-replication in MCF 10a normal breast cells. Potency, µM (titrated, usually from 46.1 µM), for the others: at the highest dose activity, positive = re-replication, hits mostly activators. hit rate 2.9% among 350,000. MCF 10A DNA re-replication, Hoechst nuclear intensity, 48 h; also: % of control where 0% means no effect; nearly all actives have a fitted effect of over 50% in size
# An asterisk follows results filed as active; i = inactive; ? = inconclusive; / = no result given; [ ] = another dose, or the depositor's remark. Calls follow the shape of the dose curve; as a rule, active = well fitted curve in the direction sought with a large enough effect; inconclusive = small, poorly fitted or top-dose-only effect, or another doubt; inactive = no such curve, though single readings can be large; an effect the other way counts as inactive or inconclusive. Potency is read from the fitted curve at half-maximal effect. An excerpt; count on the stated rates, not on these rows.
SMILES,A549 tox,TGFb inhibitor,S2 tox,Nrf2 ARE act,EPAC2 antag,ATXN2 expr inh,Nrf2 inh,HepG2 tox,MCF10A rerep
COc1ccccc1NS(=O)(=O)c1cc(NC(=O)CCC2CCCC2)ccc1N1CCOCC1,10%,-16%,i,0.4%,-1%,-22%,19%,2%,1%
COc1ccc(S(=O)(=O)N2CCCN(CC(=O)Nc3ccc(OC)c(Cl)c3)CC2)cc1,-18%,2%,i,3.7%,-3%,0%,6%,-16%,11%
COc1cc(C)nc(N2CCCC(C(=O)Nc3ccccc3Br)C2)n1 (configuration not stated),1%,9%,i,-1.3%,2%,5%,1%,13%,9%
Cc1ccc(Cl)cc1NC(=O)c1cc(NC(=O)CCCC(=O)O)ccc1N1CCCCC1,1%,?,?,0.4%,-2%,-10%,8%,-22%,7%
COC(=O)c1ccc(Cn2cc(Cl)cn2)cc1,-6%,-8%,i,-0.3%,-3%,-15%,-22%,-17%,1%
Cc1ccc(S(=O)(=O)c2nc(-c3ccccc3Cl)oc2N(C)C)cc1,-12%,-12%,i,0.3%,10%,-16%,-4%,-6%,12%
COC(=O)c1cccc(Nc2c(-c3ccc(OC)cc3)nc3nc[nH]n23)c1,-4%,-1%,i,-1.1%,/,-3%,/,-17%,/
O=C(Nc1ccc(F)c([N+](=O)[O-])c1)c1ccc2c(c1)OCCO2,-2%,2%,i,12%,3%,19%,-6%,-3%,-21%
CC(=O)c1ccccc1N(C(=O)c1ccco1)C(C(=O)NC1CCCC1)c1ccc(N2CCOCC2)cc1 (configuration not stated),-8%,-1%,i,0.5%,13%,20%,4%,4%,0%
O=C(NC(c1ccc(Cl)cc1)c1cnccn1)C1CCN(Cc2ccccc2)CC1 (configuration not stated),/,4%,i,0.5%[9.22 µM],-4%,-25%,/,0%,/
CCC(c1nnnn1Cc1ccc2c(c1)OCO2)N1CCN(c2ccccc2)CC1 (configuration not stated),-5%,3%,i,0.0%,-10%,-13%,-13%,0%,1%
C=CCNC(=O)CN(Cc1ccccc1)S(=O)(=O)c1ccccc1,0%,1%,i,-0.2%[9.22 µM],-5%,5%,-11%,1%,-11%
O=C(Nc1ccc2nc(-c3ccco3)[nH]c2c1)c1ccco1,0%,-9%,i,3.6%,16%,31%[activator],-27%,-36%,1%
C/C(=N\OCC(=O)Nn1c(=O)[nH]c2ccccc2c1=O)c1cccs1,0%,13%,i,0.5%,-23%,/,-4%,8%,4%
COc1cccc(NC(=O)Nc2nnc(Cc3ccccc3F)s2)c1,-17%,?,?,-0.5%,-2%,/,?,-57%,15µM*
O=S(=O)(c1ccccc1)N1CCCC1c1nc2ccccc2s1 (configuration not stated),-5%,-1%,i,0.6%,1%,-13%,-11%,-21%,10%
COC(=O)[C@@H]1C[C@H]1[C@@H](NC(=O)c1ccccc1)c1ccccc1,5%,-9%,i,0.9%,5%,2%,6%,-3%,21%
CC(C)n1cc(C(=O)c2ccccc2O)cc(C#N)c1=O,2%,22%,i,0.4%,1%,6%,-12%,-4%,1%
Cc1nn2c(C)c(C(=O)NC(C)c3ccccc3)cnc2c1-c1ccc(F)cc1 (configuration not stated),0%,3%,/,1.5%,/,/,18%,-20%,/
COC(=O)c1ccc(/C=N/NC(=O)C(=O)N2CCCCCC2)cc1,0%,-6%,i,0.3%,5%,/,11%,-1%,-7%
Cc1ccc(C(=O)C2CCN(S(=O)(=O)c3c(C)noc3C)CC2)cc1,2%,-23%,i,0.0%,-4%,-6%,-10%,0%,0%
O=C(O)c1cccc(NC(=O)c2cccc(S(=O)(=O)Nc3cccc(C(=O)O)c3)c2)c1,13%,0%,/,-1.3%,/,/,/,2%,/
O=C(COC(=O)Cc1ccccc1[N+](=O)[O-])NCc1ccc(F)cc1,0%,2%,i,0.1%,-4%,0%,-3%,2%,6%
CC(C)CC(=O)Nc1ccccc1N1CCOCC1,-1%,16%,i,0.2%,18%,0%,2%,1%,3%
Cc1cc(C)c(S(=O)(=O)Nc2cc(-c3cn4ccccc4n3)ccc2C)cc1C,?,-22%,?,-0.5%,/,?,?,-34%,/

# Overlap with the part before: 2 entries, followed by the next part.
SMILES,A549 tox,TGFb inhibitor,S2 tox,Nrf2 ARE act,EPAC2 antag,ATXN2 expr inh,Nrf2 inh,HepG2 tox,MCF10A rerep
CC(C)CC(=O)Nc1ccccc1N1CCOCC1,-1%,16%,i,0.2%,18%,0%,2%,1%,3%
Cc1cc(C)c(S(=O)(=O)Nc2cc(-c3cn4ccccc4n3)ccc2C)cc1C,?,-22%,?,-0.5%,/,?,?,-34%,/
CCN1C[C@@H]2[C@@H]3C(=O)N(Cc4ccccc4)C(=O)[C@@H]3[C@](Cc3ccccc3)(C1=O)N2C(=O)c1ccccc1,0%,-1%,i,3.6%,6%,0%,0%,-1%,14%
Cn1c(SCC(=O)c2ccc(F)cc2)nc2cccnc21,0%,?,i,5.5%,13%,-16%,-11%,2%,?
Cc1cc(C)cc(NC(=O)C(Cc2ccccc2)N2Cc3ccccc3C2=O)c1 (configuration not stated),12%,-14%,/,0.3%,/,/,26%,-12%,/
CCCC(C)C(=O)Nc1ccc(Cl)cc1Cl (configuration not stated),-1%,-8%,i,0.6%,7%,0%,/,7%,6%
COCCN(CC(=O)Nc1cccc(C)c1C)C(=O)Cn1c(=O)cnc2ccccc21,3%,1%,i,0.1%,2%,3%,0%,-2%,?
C=CCOc1ccc(/C=C/C(=O)OC(C)C(=O)Nc2ccc(NC(C)=O)cc2)cc1 (configuration not stated),5%,5%,i,2.6%,-27%,6%,7%,4%,0%
COc1ccc2[nH]cc(CCNC(=O)c3cnn(-c4ccccc4Cl)c3C3CCN(C(=O)OC(C)(C)C)CC3)c2c1,?,?,/,4.1%,/,/,?,-24%,/
c1ccc(-c2cncn2-c2ccccc2)cc1,8%,?,i,4.6%,-25%,32%[activator],?,-19%,6%
Cc1cc(C)cc(N2CC(C(=O)OCC(=O)Nc3cc(C)on3)CC2=O)c1 (configuration not stated),-1%,5%,i,0.8%,-27%,4%,-10%,1%,-9%
CCOC(=O)C1=C(C)NC(=O)CC1c1cc2c(cc1Br)OCO2 (configuration not stated),-6%,5%,i,0.7%,-1%,-2%,-3%,-3%,-1%
Cc1ccc2cc(C(c3nnnn3C3CCCC3)N(Cc3cccnc3)Cc3ccco3)c(=O)[nH]c2c1 (configuration not stated),-16%,?,?,19%,7%,?,?,7%,-15%
O=C(NCc1ccccc1)C(=O)NCC1CCCN1S(=O)(=O)c1cccs1 (configuration not stated),8%,1%,i,-0.3%,-4%,2%,-18%,-5%,3%
O=C(CSc1ncccn1)c1ccccc1Br,0%,-8%,i,2.2%,-6%[57.1 µM],24%,?,7%,-15%
CCOC(=O)c1c(C)c(C)n(Cc2cccc(OC)c2OC)c1C,9%,?,i,0.6%,-4%,-7%,?,0%,?
O=C1CSC(c2cccnc2)N1Cc1ccc(Cl)cc1Cl (configuration not stated),0%,-12%,i,0.1%,-10%,-11%,8%,-2%,10%
COc1ccc(C)cc1NC(=O)NNC(=O)C(C)Oc1ccc([N+](=O)[O-])cc1 (configuration not stated),0%,-14%,i,-0.1%,0%,-23%,-10%,2%,0%
COc1ccc(Cl)cc1C(=O)Nc1ccc(S(=O)(=O)N2CCCC2)cc1,-3%,23%,i,0.1%,-2%,-10%,-8%,9%,-2%
Clc1cccc(-c2cc3nc4c(c(NCc5ccco5)n3n2)CCCC4)c1,-23%,?,i,13%,-2%,96%[activator],?,-23%,23%
O=C(NCc1cccnc1)C(=O)NCC(c1cccnc1)N1CCN(c2ccc(F)cc2)CC1 (configuration not stated),-9%,-5%,i,3.4%,/,-10%,5%,-5%,/
O=C(Nc1ccccc1OC(F)F)c1ccc(N2CCCC2=O)cc1,/,-2%,i,-0.3%,-11%,/,/,-12%,/
COC(=O)C1CSC(C(=O)OC)N1C(=O)CN1CCN(c2ccc(OC)cc2)CC1 (configuration not stated),-2%,6%,?,0.3%,1%[57.1 µM],/,4%,13%,0%
CCn1c(/C=N/n2cnnc2)nc2ccccc21,0%,1%,i,0.0%,-1%,1%,15%,-19%,-5%
C[C@@]12C(=O)N(CC3CC3)CC(=O)N1[C@H](/C=C/c1ccccc1)[C@@H]1C(=O)N(c3ccccc3)C(=O)[C@@H]12,-2%,0%,i,0.6%,6%,7%,11%,-13%,15%
CCOC(=O)c1ccc(NC(=O)CCc2ccc(C)o2)cc1,-8%,18%,i,-0.7%,0%[57.1 µM],2%,2%,-20%,-5%
C#CCn1c(=O)cc(C)c2ccccc21,1%,7%,i,3.9%,-2%,-4%,?,0%,-2%
COc1ccc(NC(=O)c2nc3nccc(C)n3n2)cc1S(=O)(=O)N1CCOCC1,-1%,12%,?,4.0%,-1%,-1%,-13%,0%,-1%
O=C(O)c1nn(CC(=O)N2CCC(Cc3ccccc3)CC2)c(=O)c2ccccc12,-6%,4%,i,-0.1%,10%,-3%,?,-3%,5%
CC1(C)Cn2c(nnc2-c2cccc(O)c2)S1,-6%,-2%,i,-0.2%,5%,2%,8%,0%,-4%

# Profiles, looked up by structure. Order of values: A549 tox, TGFb inhibitor, S2 tox, Nrf2 ARE act, EPAC2 antag, ATXN2 expr inh, Nrf2 inh, HepG2 tox, MCF10A rerep
# `Cc1cc(C)cc(N2CC(C(=O)OCC(=O)Nc3cc(C)on3)CC2=O)c1` (configuration not stated) reads -1%, 5%, i, 0.8%, -27%, 4%, -10%, 1%, -9%
# `COc1ccc(Cl)cc1C(=O)Nc1ccc(S(=O)(=O)N2CCCC2)cc1` reads -3%, 23%, i, 0.1%, -2%, -10%, -8%, 9%, -2%
# `CC1(C)Cn2c(nnc2-c2cccc(O)c2)S1` reads -6%, -2%, i, -0.2%, 5%, 2%, 8%, 0%, -4%
# `Cc1ccc2cc(C(c3nnnn3C3CCCC3)N(Cc3cccnc3)Cc3ccco3)c(=O)[nH]c2c1` (configuration not stated) reads -16%, ?, ?, 19%, 7%, ?, ?, 7%, -15%
# `CCOC(=O)C1=C(C)NC(=O)CC1c1cc2c(cc1Br)OCO2` (configuration not stated) reads -6%, 5%, i, 0.7%, -1%, -2%, -3%, -3%, -1%
